Screening data from PubChem BioAssay.
PostGolgi ctrl = yeast control strain growth, post-Golgi counter-screen. efflux-deficient yeast background strain, growth absorbance A615, 16 h. inhibition, % at 10 µM. 5% of 98,000 active. AID 738
sEH inhibitor = blocks human soluble epoxide hydrolase activity | P34913 | recombinant human sEH enzymatic activity assay | inhibition, % at 2 µM | 0.34% of 91,000 active | AID 707; in the data active = inhibition above about 80%; also: values of inactives mirror those of a sister screen read the other way; many of its hits are not listed in these tables
Target sequence (P34913 whole entry, looked up): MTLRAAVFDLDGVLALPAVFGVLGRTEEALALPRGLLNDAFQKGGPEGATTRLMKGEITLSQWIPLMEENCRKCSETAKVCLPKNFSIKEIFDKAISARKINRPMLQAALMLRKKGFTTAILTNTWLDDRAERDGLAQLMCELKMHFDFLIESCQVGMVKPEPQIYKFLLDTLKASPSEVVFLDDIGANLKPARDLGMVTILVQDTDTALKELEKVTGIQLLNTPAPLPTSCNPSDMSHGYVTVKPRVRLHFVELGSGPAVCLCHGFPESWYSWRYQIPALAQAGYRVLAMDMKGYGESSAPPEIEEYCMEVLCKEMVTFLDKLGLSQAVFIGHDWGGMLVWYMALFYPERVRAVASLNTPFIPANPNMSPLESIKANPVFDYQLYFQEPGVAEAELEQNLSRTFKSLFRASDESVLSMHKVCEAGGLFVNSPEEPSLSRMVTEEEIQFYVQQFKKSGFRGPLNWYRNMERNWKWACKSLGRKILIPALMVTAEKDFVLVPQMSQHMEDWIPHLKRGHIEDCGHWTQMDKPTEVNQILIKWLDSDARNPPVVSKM
PLAP act = activators of human placental alkaline phosphatase | purified PLAP enzyme, luminescent substrate read-out; active compounds read high | activation fold at 20 µM | 1.2% of 96,000 active; in the data active = activation fold above about 2
Ecoli WT expand = E. coli BW25113 growth inhibition, expanded screen | OD600 absorbance | growth inhibition, % at 100 µM | 0.15% of 98,000 active | AID 710;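 active = growth inhibition above about 50% at one test dose, limit read from the data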;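 also: growth measured after 20 h incubation at 37 °C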
S1P2 blocker = antagonists of human S1P2 receptor. O95136. cell-based S1P2 antagonist assay, inhibition at 5 uM. inhibition, % at 5 µM. 0.21% of 97,000 active; in the data active = inhibition above about 45%;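 also: CRE beta-lactamase reporter cells expressing human S1P2 stimulated with S1P; 0% = agonist at EC80 alone and 100% = agonist plus reference antagonist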
Target sequence (O95136 whole entry, looked up): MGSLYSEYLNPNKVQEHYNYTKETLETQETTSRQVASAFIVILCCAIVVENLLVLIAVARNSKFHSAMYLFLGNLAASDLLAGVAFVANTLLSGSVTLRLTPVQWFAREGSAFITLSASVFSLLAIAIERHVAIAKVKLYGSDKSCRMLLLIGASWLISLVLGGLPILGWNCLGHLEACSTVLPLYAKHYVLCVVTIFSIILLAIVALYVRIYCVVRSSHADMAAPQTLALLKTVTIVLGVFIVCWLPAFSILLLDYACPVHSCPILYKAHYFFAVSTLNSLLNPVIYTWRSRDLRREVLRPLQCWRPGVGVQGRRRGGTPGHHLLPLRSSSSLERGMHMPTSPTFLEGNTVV
CD11b adhes inh = blocks human CD11b/CD18 adhesion to fibrinogen; P05107+P11215; K562 CD11b/CD18 adhesion to fibrinogen, ATPlite luminescence; Mn2+ added to activate the integrin; inhibition, % at 10 µM; 0.54% of 93,000 active;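 active = primary inhibition of 50% or more at 10 µM, then 40% or more on retest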; also: some results filed as inactive read as strong as hits
PostGolgi yeast = growth inhibition of a yeast mutant, post-Golgi transport screen. inhibition, % at 10 µM. 0.9% of 98,000 active. post-Golgi transport phenotypic cell assay;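 also: yeast cells grown in 1536-well plates; yeast grown about 18 h at 30C before absorbance read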
S1P2 ag = agonists of human S1P2 receptor | S1P2-expressing cell line, agonist reporter read-out | activation, % at 4.5 µM | 0.46% of 97,000 active | O95136; in the data active = activation above about 16%;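 also: 0% = vehicle low control and 100% = maximal reference agonist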
sEH act = soluble epoxide hydrolase (human) activation | activation, % at 2 µM | 0.04% of 91,000 active | purified human sEH enzymatic activity, activator screen; in the data active = activation above about 37%; also: values of inactives mirror those of a sister screen read the other way
* marks the source's active call; other numbers are inactive results; x = not tested or not shown. Rule as the data show it, unless noted: active = inhibition above about 30%; inactive = the rest.

Sequence of screens: PostGolgi ctrl, sEH inhibitor, PLAP act, Ecoli WT expand, S1P2 blocker, CD11b adhes inh, PostGolgi yeast, S1P2 ag, sEH act
Cc1cc(C)n2[nH]c(=O)c(N=Nc3cccc(Cl)c3)c2n1
 : 39.2*, 16.9, 0.8, 2.0, 1.4, -10.0, -5.7, 0.6, -15.4
CC(=O)Nc1cccc(NC(=O)C2CCCN2C(=O)Nc2ccc(C)cc2)c1 (stereo not drawn)
 : 4.8, 18.2, 0.8, 0.0, -14.2, 3.5, 1.7, -5.8, -13.8
CCC(=O)N1c2ccccc2[C@@H](N(C(C)=O)c2ccccc2)C[C@H]1C
 : 3.4, 8.6, 1.2, 3.0, 19.5, -19.2, -12.9, -2.7, -8.0
C=CCn1c(SCCC#N)nnc1-c1ccncc1
 : 8.0, x, 1.1, 3.0, x, -16.0, 2.0, x, x
CN(CC(=O)Nc1ccc(F)c(F)c1F)c1cnccn1
 : 5.6, 5.3, x, 23.0, 23.8, x, -1.4, -3.6, -3.9
Cc1ccnc(NC(=O)C2CCN(S(=O)(=O)c3cccc4nsnc34)CC2)c1
 : 10.7, -3.9, 0.8, -3.0, 26.9, -26.2, 2.7, -3.6, 1.5
COC(=O)Cn1cccc1C(=O)c1ccccc1
 : 23.6, -4.3, 1, 3.0, -7.4, -13.0, 1.9, -6.7, 7.3
COc1cccc(CNC(=O)CCS(=O)(=O)c2cccc3nonc23)c1
 : -1.0, x, 0.9, 3.0, x, -15.4, -4.7, x, x
O=C(NC1(C(F)(F)F)NC(=O)N(Cc2cccnc2)C1=O)c1ccccc1 (stereo not drawn)
 : 2.6, -1.6, 1.1, 4.0, 19.2, x, -0.4, -10.5, 3.3
NC(=O)c1c(NC(=O)c2ccco2)sc2c1CCC2
 : -5.5, -12.4, 1, -2.0, -22.5, -31.5, -16.6, -4.8, 9.7
COc1cc(OC)cc(C(=O)Nc2cccc(NC(C)=O)c2)c1
 : -3.4, x, 0.9, 3.0, x, x, 2.0, x, x
CCn1cnc2scc(-c3ccccc3)c2c1=O
 : 7.2, -0.3, 1, 6.0, -44.8, 18.8, 23.4, 2.8, 4.6
Cc1ccc2nsnc2c1NC(=O)c1ccc2c(c1)OCCO2
 : 6.1, -8.8, 1, 3.0, -9.2, -2.4, 15.4, -3.1, 5.7
O=C(CSc1nnc(CNc2ccc(F)cc2)n1Cc1ccccc1)NCc1ccccc1
 : x, -7.4, x, x, -6.5, x, x, -1.1, 10.7
COc1ccc(CNC(=O)CN(C(=O)c2ccc(CN3CCOCC3)o2)C2CCCC2)cc1
 : 6.3, -2.6, x, -4.0, -8.9, x, 6.7, -1.2, 5.3
CCSc1nc2c(cnn2-c2ccc(C)c(C)c2)c(=O)[nH]1
 : -7.4, -10.0, 1.2, 1.0, -6.9, 5.0, 3.5, -2.4, 14.0
CCN(CC)S(=O)(=O)c1ccc(NC2CCCc3ccccc32)nc1 (stereo not drawn)
 : 47.9*, -6.7, x, -10.0, 1.9, x, 4.1, -4.3, 6.4
O=C(COc1ccc(Br)cc1)c1ccc2c(c1)CCCC2
 : 0.1, -6.7, 0.5, -6.0, -1.7, x, 17.8, -4.6, 9.8
COc1cccc(NS(=O)(=O)c2ccc(Br)s2)c1
 : 11.7, x, 1, 15.0, x, 0.0, -5.1, x, x
COc1ccccc1-c1nnc2n1N=C(c1ccc(O)c(O)c1)CS2
 : 11.9, -4.1, 0.6, -6.0, 8.4, 30.6, 9.8, -6.2, 4.1
O=C(O)C1C2C=CC(C2)C1C(=O)NCCc1ccncc1 (stereo not drawn)
 : 1.2, -1.6, 1, 3.0, 20.0, 0.9, 1.1, -7.0, 1.1
CC(N=c1ccccn1C(=O)Nc1ccc(F)cc1)c1ccco1 (stereo not drawn)
 : 3.8, 10.3, 0.8, 16.0, 11.6, -9.3, 2.8, -7.2, -11.5
COc1ccc(C(=O)COC(=O)[C@H](C)Nc2ccc(C(F)(F)F)cc2[N+](=O)[O-])cc1
 : 1.2, 6.6, 0.8, -13.0, -25.4, -21.9, 2.7, -3.0, -5.3
CCCSc1nc2c(c(=O)[nH]c(=O)n2C)n1C
 : -4.6, -0.9, 1.2, 0.0, -4.1, 6.6, 1.9, 0.4, -0.4
Cc1ccc(C)c(N2CCN(C(=O)C3CCN(S(=O)(=O)c4cccc5nsnc45)CC3)CC2)c1
 : 17.6, -2.5, 1.2, -18.0, 27.7, x, 3.3, -6.7, 0.1
C=CCn1c(NC(C)c2cc(Cl)ccc2O)nc2ccccc21 (stereo not drawn)
 : 31.5*, 5.0, 1.4, 4.0, -23.2, 17.6, -4.7, -4.4, -2.9
CCOC(=O)C1C(=O)CC(C)(O)C(C(=O)OCC)C1c1ccc(F)cc1 (stereo not drawn)
 : -9.7, 8.0, 0.8, 5.0, -0.6, -7.7, -5.9, -1.1, -10.2
O=C1CC(N(O)c2ccccc2)C(=O)N1c1cc(Cl)cc(Cl)c1 (stereo not drawn)
 : 18.0, -5.2, 1.2, 3.0, 1.3, 29.1, 1.3, -7.8, 7.0
CC(CC(=O)O)CC(=O)Nc1ccccc1C(=O)O (stereo not drawn)
 : 11.7, 4.1, 1, 3.0, -3.8, -4.1, -5.2, -2.0, -1.6
COc1ccc(OC)c(NC(=O)CSc2nnc(N)s2)c1
 : 1.1, 13.7, 0.9, 3.0, -25.9, 12.3, -0.1, -0.9, -9.0

Part of the list above in order of formula weight, lowest first:
Sequence of screens: PostGolgi ctrl, sEH inhibitor, PLAP act, Ecoli WT expand, S1P2 blocker, CD11b adhes inh, PostGolgi yeast, S1P2 ag, sEH act
CCn1cnc2scc(-c3ccccc3)c2c1=O
 : 7.2, -0.3, 1, 6.0, -44.8, 18.8, 23.4, 2.8, 4.6
CC(N=c1ccccn1C(=O)Nc1ccc(F)cc1)c1ccco1 (stereo not drawn)
 : 3.8, 10.3, 0.8, 16.0, 11.6, -9.3, 2.8, -7.2, -11.5
O=C(CSc1nnc(CNc2ccc(F)cc2)n1Cc1ccccc1)NCc1ccccc1
 : x, -7.4, x, x, -6.5, x, x, -1.1, 10.7

Carrying on.
Sequence of screens: PostGolgi ctrl, sEH inhibitor, PLAP act, Ecoli WT expand, S1P2 blocker, CD11b adhes inh, PostGolgi yeast, S1P2 ag, sEH act
Cc1noc(C)c1S(=O)(=O)Nc1ccc(C(=O)O)cc1
 : 7.0, 5.8, 1.1, -7.0, 26.0, -1.7, 0.6, -5.3, -6.7
Cc1cc(NC(=O)CSc2ccc(Cl)cc2)no1
 : 9.4, 7.4, 0.9, 1.0, 17.3, -17.2, 9.8, -3.5, -8.5
O=C(CSc1nc2ccccc2c(=O)[nH]1)Nc1ccc(S(=O)(=O)N2CCCC2)cc1
 : 6.9, 12.7, 1.2, 3.0, 16.6, 20.9, 20.6, -8.4, -14.5
O=C(NCCCn1ccnc1)/C(=C/c1ccco1)NC(=O)c1ccccc1
 : x, -4.5, x, x, 2.6, x, x, -2.8, 8.0
COC(=O)C1=C(Nc2ccc(C)cc2)C=C(C)C(C(=O)OC)C1c1ccc(F)cc1 (stereo not drawn)
 : x, -0.8, x, x, -30.7, x, x, 2.5, 0.8
CCN(CC)C(=O)CSc1nc2sc3c(c2c(=O)n1-c1ccc(C)cc1)CC(C)(C)SC3
 : -2.1, 4.2, 1.4, -13.0, -1.8, 1.4, 12.6, -1.6, -1.1
CC(=O)C1(O)C(C)CC2C3CCC4CC(O)CCC4(C)C3=CCC21C (stereo not drawn)
 : 28.4, x, 1.1, 0.0, 0.5, -6.7, -8.6, -4.0, x
Cn1nnnc1SCC(=O)NC(=O)Cc1ccccc1
 : 10.1, x, 1, -2.0, 13.3, -7.2, 2.6, -2.2, x
CCc1ccc(CNC(=O)c2cc3c(C)nc4ccccc4c3o2)cc1
 : 28.9, 20.2, 1.5, -17.0, 39.8, 93.5*, -1.2, -4.9, -18.8
CCOC(=O)c1c(C)nc2c(c1-c1cc(OC)ccc1OC)C(=O)c1ccccc1-2
 : 4.2, -10.5, 1.1, -8.0, -23.5, -51.1, -11.1, 4.9, 8.3
O=C(c1c(O)c2ccccc2oc1=O)C1CCCCC1
 : 5.1, -22.3, 0.9, -5.0, -7.7, -7.2, 4.6, -2.6, 25.2
O=C(CCn1c(=O)sc2ccccc21)NCCCn1ccnc1
 : x, -0.1, x, x, 2.3, x, x, -8.8, 1.4
CC(C)CC(c1nnnn1CCc1ccccc1)N1CCC(C(N)=O)CC1 (stereo not drawn)
 : x, -0.4, x, x, -3.8, x, x, -3.2, 3.6
COc1ccc(CCNC(=O)CSc2nc(O)c(CC(C)C)c(=O)[nH]2)cc1OC
 : 4.4, x, 1.6, 5.0, x, 5.1, 1.3, x, x
CN1CC(=O)N(CC(=O)NCc2ccc3c(c2)OCO3)C1=O
 : 8.0, -20.1, 0.9, -1.0, -26.4, -26.9, -12.9, 0.5, 18.0
O=C1c2ccccc2C(=O)N1c1ccc(Cl)cc1
 : 15.4, 7.3, 0.8, -3.0, -38.9, 8.9, 4.3, -4.7, -6.4
COc1ccc(S(=O)(=O)NC(C)C(=O)O)cc1 (stereo not drawn)
 : 2.4, 1.4, 1, 8.0, 2.1, -10.8, 0.5, 0.1, -3.3
COc1ccc(NC(=O)CN2C(=O)C(C)Oc3ccccc32)cc1 (stereo not drawn)
 : -4.0, 15.5, 0.9, -13.0, 7.8, -14.6, 0.3, -6.0, -16.9
Cc1cc(Cl)c2c(c1)[C@]1(C(=O)N2)[C@@H]2C(=O)N(Cc3ccccc3)C(=O)[C@@H]2[C@@H]2CCCN21
 : 17.3, -6.7, 1.4, -1.0, 5.0, -12.4, -5.8, -9.6, 7.2
COC(=O)c1ccc(NC(=O)CC2C(=O)N(c3ccc(C)cc3)C(=O)N2CC(C)C)cc1 (stereo not drawn)
 : 3.1, 0.3, 1, -2.0, -32.6, 5.0, 0.9, -3.6, 1.1
CCN1C(=O)C(O)(C2COC(C)(C)CC2=O)c2cc(Br)ccc21 (stereo not drawn)
 : 2.9, -22.9, 1.2, 10.0, 12.7, 2.4, 0.8, -3.9, 16.4
CCCC(C(=O)NC1CCCC1)N(C(=O)Cn1nnc(-c2ccc(C)o2)n1)c1ccccc1OC (stereo not drawn)
 : 8.7, 5.6, 1.8, -5.0, -20.5, -10.9, -2.7, -2.3, -5.0
O=C(NC1CCCCC1)c1ccc(S(=O)(=O)N2CCCC2)cc1
 : x, 7.2, x, x, -7.8, x, x, -3.8, -6.7
CCOC(=O)N1CCN(C(=O)c2ccc(Cl)c(S(=O)(=O)Nc3ccccc3)c2)CC1
 : 8.4, -4.7, 1.4, 1.0, 12.5, -2.7, -0.3, -3.0, 2.1
Cc1ccc(S(=O)(=O)/N=c2\sccn2C)cc1
 : 1.7, -0.7, 1, 6.0, -2.7, x, 4.4, -4.5, -0.4
COc1cc2c(cc1NC(=O)c1cccc(Br)c1)CCCC2
 : 18.4, 10.6, 0.9, -10.0, -1.8, -9.5, -2.2, -12.7, -8.5
Cn1c2c(c(=O)n(C)c1=O)C(c1ccc(O)cc1)Nc1ccccc1O2 (stereo not drawn)
 : 13.1, -9.3, 1, -10.0, -20.8, -4.9, -4.7, -3.2, 7.3

Compound profiles (already shown):
Results for CC(=O)Nc1cccc(NC(=O)C2CCCN2C(=O)Nc2ccc(C)cc2)c1 (stereo not drawn) = PostGolgi ctrl = 4.8; sEH inhibitor = 18.2; PLAP act = 0.8; Ecoli WT expand = 0.0; S1P2 blocker = -14.2; CD11b adhes inh = 3.5; PostGolgi yeast = 1.7; S1P2 ag = -5.8; sEH act = -13.8
Results for CCN1C(=O)C(O)(C2COC(C)(C)CC2=O)c2cc(Br)ccc21 (stereo not drawn) = PostGolgi ctrl = 2.9; sEH inhibitor = -22.9; PLAP act = 1.2; Ecoli WT expand = 10.0; S1P2 blocker = 12.7; CD11b adhes inh = 2.4; PostGolgi yeast = 0.8; S1P2 ag = -3.9; sEH act = 16.4

Random draw from the library; about 7.1% have a hit in one of these screens.
